rCAG RNA binder: binders of r(CAG) RNA repeats, primary screen, biochemical, fluorescence. inhibition, % at 3 µM. actives 1.3% (n = 370,000). r(CAG) RNA repeat, TO-PRO-1 dye displacement fluorescence. AID 651821, 2012;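 active = inhibition above the plate cutoff, the mean of all test compounds on that plate plus 3 SD, cut at about 35% in these data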;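 also: 0% = DMSO alone and 100% = 100 µM mitoxantrone as full dye displacement; higher means more dye released from RNA so lower well fluorescence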
MBD2 DNA inh: inhibitors of MBD2 binding to methylated DNA, primary screen, biochemical, TR-FRET, DNA-binding domain, human; Methyl-CpG-binding domain protein 2 (Homo sapiens), Q9UBB5; MBD2 binding to methylated oligonucleotide; inhibition, % at 4.4 µM; actives 0.31% (n = 370,000); in the data active = inhibition above about 13%
mABHD4 FP: ABHD4 inhibitors, primary screen, biochemical, fluorescence polarization, mouse; (Lyso)-N-acylphosphatidylethanolamine lipase (Mus musculus), Q8VD66; actives 0.54% (n = 370,000); inhibition, % at 8.92 µM; purified mABHD4, FP-Rh probe fluorescence polarization;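 active = inhibition exceeding the mean over every tested compound plus 3 SD, cut at about 30% in these data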;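 also: 0% = plate median of compound wells and 100% = S159A mutant with DMSO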
Target sequence (Q8VD66 whole entry, looked up): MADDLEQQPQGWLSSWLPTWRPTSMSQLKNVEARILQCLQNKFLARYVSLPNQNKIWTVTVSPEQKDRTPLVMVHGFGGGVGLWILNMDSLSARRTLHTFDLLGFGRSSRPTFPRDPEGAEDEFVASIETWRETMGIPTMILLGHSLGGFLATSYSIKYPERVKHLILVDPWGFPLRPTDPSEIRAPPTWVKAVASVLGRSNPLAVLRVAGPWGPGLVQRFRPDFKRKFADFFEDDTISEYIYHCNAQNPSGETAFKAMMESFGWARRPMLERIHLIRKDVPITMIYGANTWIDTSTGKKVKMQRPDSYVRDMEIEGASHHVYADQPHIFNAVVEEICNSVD
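Assay system: Wild-type mouse ABHD4 protein | Medium: HEPES pH 7.0 buffer, 150 mM NaCl, 0.01% Pluronic F-127 | Incubation: Enzyme–compound pre-incubation 45 min, then probe 60 min, both 25 °C | Technique: Fluorescence polarization with parallel and perpendicular emission, 525/598 nm | Evaluation: % inhibition of FP-Rh probe binding versus controls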
LEDGF integ inh: blockers of LEDGF/p75-dependent integrase strand transfer – biochemical, TR-FRET, high throughput, primary screen | HIV-1 integrase (with human LEDGF/p75) | TR-FRET IN-LEDGF/p75 DNA integration, Eu/Cy5 | inhibition, % at 3.7 µM | actives 0.64% (n = 370,000) | AID 743269, 2014;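 active = inhibition above the screen-wide mean plus 3 SD, cut at about 13% in these data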;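 also: signal is the Cy5 over europium emission ratio at 671 and 618 nm; 0% = plate median of compound wells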
UHRF1 binding: UHRF1 methylated DNA binding inhibitors, primary screen, counter-screen for MBD2 inhibitor project, biochemical, TR-FRET, human UHRF1, single concentration. E3 ubiquitin-protein ligase UHRF1 (Homo sapiens), Q96T88. UHRF1 binding to methylated oligo. inhibition, % at 4.4 µM. actives 0.75% (n = 370,000). AID 687016, 2013; in the data active = inhibition above about 21%;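 also: UHRF1 SRA domain binding a hemimethylated CpG hairpin DNA probe; 0% = median of test compound wells and 100% = reference inhibitor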
TCR CD3 inh: inhibitors of human TCR-CD3 interaction, primary screen, biochemical, fluorescence, TAMRA-labeled TCR probe | inhibition, % at 9.4 µM | actives 0.37% (n = 360,000) | T-cell receptor (TCR) | AID 651800, 2012; in the data active = inhibition above about 19%;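 also: recombinant mutant TCR 2C K166C tagged with TAMRA read by polarization; 0% = receptor in buffer alone and 100% = receptor with positive control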
PG9 binder: binders of HIV-1 gp120 antibody PG9, primary screen, biochemical, TR-FRET. TR-FRET gp120-PG9 antibody binding. inhibition, % at 6.7 µM. actives 0.43% (n = 360,000); in the data active = inhibition above about 8.5%
NR1D1 modulator: modulators of Rev-erb alpha DNA binding, primary screen, biochemical, FITC-DNA, fluorescence polarization, uHTS; Nuclear receptor subfamily 1 group D member 1 (Homo sapiens), P20393; actives 0.79% (n = 370,000); activity, % at 10 µM; Rev-erbα–FITC-DNA binding, 90 min;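 active = activity above about 14%, limit read from the data; passing the limit was not always enough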;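 also: 0% = DMSO wells with 35 nM protein and 100% = DMSO wells with 750 nM protein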
PRMT1 FP inh: PRMT1 methyltransferase inhibitors, primary screen, biochemical, fluorescence polarization | Protein arginine N-methyltransferase 1 (Homo sapiens), Q99873 | inhibition, % at 2.79 µM | actives 1.3% (n = 370,000) | recombinant PRMT1, activity-based probe fluorescence polarization;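 active = inhibition above about 21% made by adding two undisclosed values, limit read from the data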
HTRA1 inh: HTRA1 serine protease inhibitors, primary screen, biochemical, fluorescence polarization, HTS; actives 0.5% (n = 340,000); AID 504803, 2011; recombinant HTRA1, FP-rhodamine activity-based probe; inhibition, % at 5.96 µM; Q92743; in the data active = inhibition above about 36%;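 also: 0% = enzyme with DMSO and 100% = wells lacking enzyme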
Target sequence (Q92743 whole entry, looked up): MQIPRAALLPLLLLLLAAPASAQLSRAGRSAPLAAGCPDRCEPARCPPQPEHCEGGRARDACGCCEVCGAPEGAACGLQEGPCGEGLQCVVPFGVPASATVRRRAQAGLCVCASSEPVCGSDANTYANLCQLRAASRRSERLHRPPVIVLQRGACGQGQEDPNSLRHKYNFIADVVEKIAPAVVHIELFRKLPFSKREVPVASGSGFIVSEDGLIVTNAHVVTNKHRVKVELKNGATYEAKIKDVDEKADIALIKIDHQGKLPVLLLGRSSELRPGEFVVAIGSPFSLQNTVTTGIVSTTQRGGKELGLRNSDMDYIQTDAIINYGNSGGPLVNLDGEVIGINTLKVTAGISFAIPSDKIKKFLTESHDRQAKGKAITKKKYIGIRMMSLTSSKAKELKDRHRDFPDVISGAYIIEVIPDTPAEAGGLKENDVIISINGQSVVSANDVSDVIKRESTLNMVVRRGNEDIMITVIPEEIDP
* = called active by the depositor; . = no result given; & = joins results of further samples. These rows are one share of the data (hit frequency here may not be typical).

Fields: rCAG RNA binder, MBD2 DNA inh, mABHD4 FP, LEDGF integ inh, UHRF1 binding, TCR CD3 inh, PG9 binder, NR1D1 modulator, PRMT1 FP inh, HTRA1 inh
> COc1ccccc1OCCSc1nc2ccccc2c(=O)[nH]1
  4, 2, -1, 2, 2, 0, -0.5, 14, -3, -10
> N#C/C(=C/c1cccn1-c1cccc(C(=O)O)c1)c1ccc(F)cc1
  50*, 0, -14, 2, 1, 2, 0.2, -6, 1, -20
> CC(=O)/C(=C\Nc1ccc(OCc2ccccc2)cc1)c1ccccc1
  -7, 3, -1, -1, -2, 10, 0.1, -1, -3, -3
> CO/N=C(/CS(=O)Cc1ccc(Cl)cc1)c1ccc(Cl)cc1 (stereo not drawn)
  -5, 2, 3, 0, -2, 4, -1.0, 8, -2, -15
> CCc1ccccc1NC(=O)CCN1C(=O)C2C3CCC(C3)C2C1=O (stereo not drawn)
  -2, -4, 5, 2, 3, -2, -0.6, -7, -2, -2
> CCCCCCCCC(=O)c1c(OC)oc(C=O)cc1=O
  31, -3, -2, 5, 2, -10, 0.3, -7, 0, 3
> O=C(CN1C(=O)C2CC=C(Cl)CC2C1=O)Nc1ccc(C(=O)O)cc1 (stereo not drawn)
  7, -1, -4, -3, 6, -2, 1.4, -2, 2, 0
> CCc1cc2c(=O)c(-c3cnn(-c4ccccc4)c3)c(C(F)(F)F)oc2c(CN(C)C)c1O
  4, 0, 1, 3, 1, 7, -2.5, -8, -4, -26
> C=CCSc1nnc(-c2nnc(SCC=C)n2CC)n1CC
  -5, 0, 4, 1, -4, 0, -0.5, 0, 1, 1
> CCOC(=O)CSc1nnc(NC(=O)c2cccc([N+](=O)[O-])c2)s1
  6, -7, 3, -1, 2, 2, 0.2, 1, -1, 3
> CN(C(=O)C1CCC(=O)N(CCc2ccc(Cl)cc2)C1)C1CCOCC1 (stereo not drawn)
  -5, 1, 5, 0, 2, -6, -1.2, -5, 3, -2
> CCOc1ccccc1-n1nnnc1SCC(=O)OC
  -2, -4, -5, 0, 11, 7, -1.8, 4, -3, 2
> CSc1ccc(Cl)c(C(=O)OCC(=O)N2CCOCC2)c1
  3, -4, -7, 2, -2, 5, 0.5, 4, 1, 8
> O=C(c1ccoc1)N1CCC2(CC1)Oc1ccc(F)cc1C(=O)C21CC(c2cccnc2)=NO1 (stereo not drawn)
  -2, 2, -3, 1, -1, -3, 0.8, 0, -2, -5
> COC(=O)c1sc(NC(=O)COc2cccc(C)c2)nc1C
  0, 5, 14, -1, 3, -3, -0.3, -4, 1, -3
> O=C(CNC(=O)c1cccc(Br)c1)N/N=C/c1cc(Br)cc(Br)c1O
  19, 0, 7, 0, -3, 48*, -1.6, 0, 0, 17
> COc1cc(S(=O)(=O)NCCN2CCOCC2)ccc1-n1cnnn1
  -1, -5, 11, 2, -1, -7, -1.8, -2, -1, -3
> C/C(=N\O)c1oc2ccc3c(C)cc(=O)oc3c2c1C
  4, 4, -3, 2, -1, 9, -3.0, 2, -6, .
> Cc1ccc(CN2CCCC2(C)C(=O)NC(C)C)cc1 (stereo not drawn)
  0, -1, -7, -4, 4, -2, 0.0, -4, 2, .
> COc1cc(OC)cc(C(=O)Nc2ccc3c(c2)COC3=O)c1
  4, 1, -4, 1, 4, 8, -1.0, 0, 2, -4
> CC(Sc1ccc2c(c1)OCCO2)C(=O)Nc1ncc(Cl)cc1Cl (stereo not drawn)
  -2, 0, -1, -3, -1, 4, 1.3, 0, 8, 0
> CNS(=O)(=O)c1cccc(C(=O)NCC(c2cccs2)N2CCOCC2)c1 (stereo not drawn)
  -9, -6, 2, 1, 0, 8, 0.3, 0, 1, 7
> Cc1ccc2nc(NC(=O)c3ccccn3)sc2c1
  1, 6, -5, 9, -3, 3, -0.1, 4, -4, -10
> C[C@@H]1CCCCO[C@H](CN(C)Cc2ccccc2)[C@@H](C)CN([C@H](C)CO)C(=O)c2cc(NS(=O)(=O)c3ccc(Cl)cc3)ccc2O1
  6, 5, 3, 0, -1, 4, -1.9, 0, 0, -18
> N#CCSc1ccccc1NC(=O)COC(=O)Cc1c[nH]c2ccccc12
  3, -5, 0, 1, -2, 2, 0.7, 3, -2, 3
> O=C(CC(NCc1ccccn1)C(=O)O)Nc1ccccc1Cl (stereo not drawn)
  0, -4, 10, -8, 10, -5, -0.4, 6, 5, 9
> COc1ccc(/C=C/C(O)=C2/C(=O)NC3(C)CC2c2ccccc2O3)c(OC)c1OC (stereo not drawn)
  -1, -6, -1, -2, 1, -2, 0.8, 2, 0, -9
> CCOCCn1c(SCc2ccc(C)cc2)nc2c1c(=O)[nH]c(=O)n2C
  -1, 0, 7, -4, -1, 1, -2.2, -2, 0, -3
> CC(/C=C/C(=O)c1ccc(C)cc1)=C\c1ccccc1
  3, -2, -5, 8, 6, -6, 1.1, 0, 15, -26
> COc1cccc(-n2ccnc2SCC(=O)Nc2cc(C)on2)c1
  -3, -5, 4, -7, 0, 0, 1.0, 5, 4, -1
> CCCCCC(C)NC(=O)c1cc(S(=O)(=O)N2CCCCC2)ccc1N1CCOCC1 (stereo not drawn)
  2, 1, -1, 1, 1, 9, -3.1, 1, -3, -1
> O=C(N/N=C/C=C\c1ccccc1[N+](=O)[O-])c1ccccn1
  3, 0, 3, 3, -5, 7, -3.0, 11, -3, 10
> CC(=O)Oc1ccc(C(=O)c2ccccc2)c(OC(C)=O)c1
  -4, -1, -3, -2, -2, 1, -1.5, 4, -3, -3
> CCOC(=O)Cc1csc(NC(=O)c2c(-c3c(F)cccc3Cl)noc2C)n1
  3, -1, -15, 5, 5, -6, 1.5, -10, 2, -8
> Nc1ncnc2c1ncn2[C@@H]1O[C@H](CCC(=O)NCc2ccccc2)[C@@H](O)[C@H]1O
  3, -3, 7, 4, -1, 2, -1.9, -4, -2, .
> CCOC(=O)CN=C/C(C(C)=O)=C(/C)O
  -2, 2, -8, 4, 6, -4, -3.0, -4, -3, 1
> COc1ccccc1NC(=O)c1cc2c(CO)cnc(C)c2oc1=Nc1ccccc1
  6, 8, -11, 5, 2, -7, 2.1, -2, 10, -2
> CCC(C)NC(=O)C1CCCN(c2nc(C)cc(OC)n2)C1 (stereo not drawn)
  -6, 4, -6, -4, 2, -3, -0.3, -4, 1, -9
> Cc1[nH][nH]c(=O)c1C(c1ccc(F)cc1)c1c(C)[nH][nH]c1=O
  2, -3, -1, 0, -9, 2, -1.5, 1, -4, 5
> CN1CCN(C(CNC(=O)C(=O)NC2CCCCC2)c2ccc(F)cc2)CC1 (stereo not drawn)
  -7, 1, 2, -1, 0, 4, -0.7, 2, 0, 3
> COc1ccc2[nH]c(=O)c(CNc3ccc(C)cc3C)cc2c1
  2, -16, -4, 7, -9, 3, 1.6, -3, 8, -6
> CN(CC1CCOCC1)C(=O)CC1C(=O)NCCN1Cc1ccc(-c2ccccc2)cc1 (stereo not drawn)
  -2, 3, 6, -4, 0, 5, -0.2, -3, 5, -3
> COc1ccccc1NC(=O)N(C)C[C@@H]1OCc2cnnn2CCCC(=O)N([C@H](C)CO)C[C@H]1C
  -1, -1, 7, 0, -1, -1, -1.0, 4, 0, -3
> CCN(CC(=O)Nc1ccccc1-c1ccccc1)Cc1nc2ccccc2c(=O)[nH]1
  -4, 1, 0, 1, -1, 5, 0.5, 0, 0, -8
> Cc1ccc(S(=O)(=O)N2C[C@@H]3CCCC[C@@H]3[C@@H](C)[C@H]2CC(=O)c2ccccc2)cc1
  5, 3, 6, -5, 3, -5, -1.9, 2, 2, -18
> CCOC(=O)C1=C(C)NC(C)=C(C(=O)OCC)C1
  -1&0, -1&-1, -4&7, 0&-5, 0&0, 4&-3, -0.9&-2.4, -2&8, 2&0, 2&5
> Cc1nc2cc(C(=O)OCC(=O)Nc3ccc(C#N)cc3)ccc2n1-c1ccccc1
  7, -6, -11, 3, 0, 2, -3.6, 2, 3, -32
> CC(C)CN(Cc1c(O)ccc2c3c(c(=O)oc12)CCC3)CC(C)C
  0, 0, 5, -2, 1, -5, -1.0, 0, -1, 0
> Cc1c(Cl)cccc1NC(=S)NCCc1ccc(Cl)cc1
  -1, -3, -15, 0, -2, -6, 1.3, 0, 1, -30
> CCOc1ccccc1N1CC(C(=O)Nc2cc(Cl)ccc2C)CC1=O (stereo not drawn)
  -3, -4, 8, -1, 0, 5, -0.2, -8, 0, 4
> COc1ccc(/C=N/NC(=O)c2ccc(Br)o2)cc1Cn1cc([N+](=O)[O-])cn1
  2, 0, 4, 1, 2, 4, -2.6, 1, 5, 0
> Cc1ccc2[nH]c3c(=O)n(Cc4ccco4)cnc3c2c1
  1, -3, 7, -4, -2, 4, 0.6, -1, 0, -2
> CCC(=O)c1ccc(OCC(O)CN2CCN(C(c3ccccc3)c3ccccc3)CC2)cc1 (stereo not drawn)
  -1, 0, 4, -5, 0, -1, 0.6, 2, 1, -11
> O=C(Cc1ccc2c(c1)OCCO2)N1CCN(S(=O)(=O)c2cccs2)CC1
  2, -1, 3, 2, 1, 0, -2.0, -2, -5, 0
> O=C(C1CCCN(S(=O)(=O)c2cccc3nonc23)C1)N1CCN(c2ccccc2)CC1 (stereo not drawn)
  -3, 1, 2, -1, 4, 1, -1.6, 0, 4, 1
> CCc1ccc(Nc2nc(C)cc(C)n2)cc1
  1, -1, 7, -4, 0, -5, -0.6, 3, 3, -10
> CCS(=O)(=O)N1CCC(N2CCC(C)CC2)CC1
  -2, 3, 8, 0, 1, -8, 3.0, 4, 7, 3
> CCN(CC(=O)Nc1ccc(S(=O)(=O)N2CCCC2)cc1)CC(=O)Nc1cccc(OC)c1
  1, 0, 25, -1, 5, 0, -0.6, 0, 6, 7
> O=C(/C=C/c1ccccc1Cl)NCCN1CCOCC1
  -4, 2, 1, -1, -6, 0, 0.4, -4, -5, -3
> O=[N+]([O-])c1ccc(N2CCN(CC(O)COc3ccccc3)CC2)cc1 (stereo not drawn)
  5, -1, 1, 2, 2, -4, -0.3, 1, 1, -4
> CC1CCN(C(=O)COC(=O)c2ccccc2NCCO)CC1
  1, -1, -6, 2, -1, 0, -0.6, -3, 0, 0

Screening data deposited in PubChem BioAssay by several laboratories.
